# TDP1 inh – blocks human tyrosyl-DNA phosphodiesterase 1 | recombinant TDP1, AlphaScreen DNA substrate cleavage | Potency, µM (top dose mostly 130 µM), without a hit: at the highest dose activity change, negative = inhibition, most hits filed as inhibitors | actives 0.28% (n = 350,000); further: nearly all actives have a fitted effect of over 40% in size
# Target sequence (Q9NUW8 whole entry, looked up): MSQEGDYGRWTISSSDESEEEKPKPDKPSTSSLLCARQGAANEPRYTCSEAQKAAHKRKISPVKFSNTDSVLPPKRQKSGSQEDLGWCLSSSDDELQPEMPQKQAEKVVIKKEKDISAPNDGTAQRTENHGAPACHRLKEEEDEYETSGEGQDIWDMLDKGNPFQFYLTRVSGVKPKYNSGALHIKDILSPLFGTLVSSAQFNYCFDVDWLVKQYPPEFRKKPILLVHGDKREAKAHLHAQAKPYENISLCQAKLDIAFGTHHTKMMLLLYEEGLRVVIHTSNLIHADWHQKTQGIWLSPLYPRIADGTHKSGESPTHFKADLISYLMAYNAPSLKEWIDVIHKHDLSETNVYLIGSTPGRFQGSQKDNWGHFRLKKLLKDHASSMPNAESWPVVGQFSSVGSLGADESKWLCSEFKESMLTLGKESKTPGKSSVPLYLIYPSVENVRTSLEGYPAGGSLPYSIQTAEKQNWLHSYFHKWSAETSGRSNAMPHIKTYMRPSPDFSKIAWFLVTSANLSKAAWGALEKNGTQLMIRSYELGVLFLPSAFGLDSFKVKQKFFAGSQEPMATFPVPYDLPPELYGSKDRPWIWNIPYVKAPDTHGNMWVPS
#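 E. coli-derived human Tdp1, 1 nM final. Cpd preinc 15 min RT; substrate 15 nM final, 5 min RT; AS bead mix 10 ug/ml final, 10 min RT. Signal loss = tyrosine-FITC cleavage. No-enzyme wells = max signal.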
# DT40 TDP1 no CPT – qHTS for Inhibitors of human tyrosyl-DNA phosphodiesterase 1 (TDP1): qHTS in cells in absence of CPT; DT40 Tdp1-/- hTDP1 cells, no CPT, ATP luminescence, 48 h; actives 15% (n = 420,000); Potency, µM (top dose mostly 46.2 µM), for inactives: top-dose activity change, negative = growth inhibition, usual class: inhibitors; further: nearly all actives have a fitted effect of over 55% in size
#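 No-CPT arm: Tdp1-/-;hTDP1 DT40 cells (400/well) plus compounds, incubated ≥48 hr at 37 °C. Readout CellTiter-Glo luminescence.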
# TDP1 cell CPT – DT40-hTDP1 cell growth loss with CPT. chicken DT40 Tdp1-/-;hTDP1 cells + 20 nM CPT, ATP luminescence, 48 h. Potency, µM (titrated, usually from 46.2 µM), for the others: at the top dose activity change, negative = growth inhibition, hits mostly inhibitors. actives 12% (n = 420,000). AID 686979; further: nearly all actives have a fitted effect of over 55% in size
#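 Cell growth measured by CellTiter-Glo luminescence after a minimum 48 h, 37 C compound exposure with 20 nM CPT in Tdp1-knockout DT40 cells stably expressing hTDP1, seeded 400/well; qHTS titration format.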
# Numbers without * were called inactive; ? = inconclusive; / = not tested or not shown; & = joins results of further samples; [ ] = dose if it differs, or a comment. The call rests on the fitted dose curve; in most records, active means well fitted curve in the direction sought with a large enough effect; inconclusive means small, poorly fitted or top-dose-only effect, or another doubt; inactive means no such curve, though single readings can be large; an effect the other way counts as inactive or inconclusive. On the % scale 0 is the no-effect control and ±100 the full control effect; potency means the concentration at half of the fitted maximal effect.
SMILES,TDP1 inh,DT40 TDP1 no CPT,TDP1 cell CPT
c1ccc(-c2nc(CSc3n[nH]c(-c4cccs4)n3)cs2)cc1,6%,-19%,-10%
O=C(Nc1nnc(C2=COCCO2)o1)c1cccc([N+](=O)[O-])c1,0%,-6%,-8%
COc1ccc2c(c1)-c1ccccc1S(=O)(=O)N(C)C2,0%[56.1 µM],-13%,11%
O=C(CCC1N=C2c3ccccc3N=C(SCC(=O)Nc3ccccc3F)N2C1=O)NCc1cccs1 (stereo not given),2%,-27%,-24%
CCn1c(SCC(=O)Nc2ccc(C(C)=O)cc2)nc2ccccc21,5%,?,?
Cc1c(C(=O)OCC(=O)NCCc2ccc(S(N)(=O)=O)cc2)oc2ccccc12,1%,-20%,-13%
Cc1ccc(S(=O)(=O)N(CC(=O)N2CCC(C(N)=O)CC2)Cc2ccc(F)cc2)cc1,2%,-12%,-23%
Cn1cnnc1SCC(=O)Nc1ccccc1C(=O)NC1CCCC1,2%,1%,-3%
COc1ccc(NC(=O)c2ccc(CNc3c(NC4CCCCC4)c(=O)c3=O)cc2)cc1OC,-5%,1%&-6%,-5%&23%
CN(C)S(=O)(=O)c1cccc(NC(=O)c2cc(-c3cccs3)nn2-c2ccccc2)c1,-2%,15µM*,?
N#Cc1ccc(N/N=C/c2ccccc2)c([N+](=O)[O-])c1,-3%,?,-26%
COc1ccc([C@H]2CC(=O)C[C@@H](CCn3cc(-c4ccc(F)cc4)nn3)O2)cc1,/,-14%,-4%
CC(C)CC1=NC(C(F)(F)F)(C(F)(F)F)c2c(n(CC(C)C)c(=O)[nH]c2=O)N1,2%,?,-11%
COc1ccc(-c2cc3ccc(OCC(C)=O)cc3oc2=O)cc1,-1%,-5%,-14%
CCn1cc(C(=O)N2CCCC(CO)(Cc3ccccc3C)C2)cn1 (stereo not given),1%,12%,-1%
CN1CCN(C(=O)/C(=C/c2cn(C)c3ccccc23)NC(=O)c2ccccc2)CC1,2%,15%,-14%
CCOC(=O)c1sc(NC(=O)C2CCC2)cc1C,2%,21µM*,-10%
COc1ccccc1NC(=O)c1oc2ccccc2c1C,/,?,?
O=[N+]([O-])c1ccccc1/C=N/N1CCN(Cc2ccccc2)CC1,/,-15%,-2%
O=C(CCC1CCCC1)Nc1ccc(OCC(=O)N2CCOCC2)cc1,1%,-9%,1%
CCOC(=O)N1CCc2c(sc3c2c(=O)n(Cc2ccccc2)c(=O)n3Cc2cccc(Cl)c2)C1,4%,21µM*,10µM*
Cc1cc(=O)oc2cc(OCC(=O)N3CCN(c4ccc(F)cc4)CC3)c(Cl)cc12,2%,-7%,-12%
CCOC(=O)c1sc(N)c(C#N)c1CSc1nnc(C2CC2)n1N,2%,0%,-6%
O=C(ON=C1CCN(S(=O)(=O)c2ccccc2)CC1)c1cccc(Cl)c1,2%,-9%,-18%
CN(C)CCCOc1ccc(-c2ccc3nncn3c2)cn1,/,-5%,3%

# New compounds follow:
SMILES,TDP1 inh,DT40 TDP1 no CPT,TDP1 cell CPT
O=S(=O)(c1ccc(Cl)nc1)N1CCN(Cc2ccc3c(c2)OCO3)CC1,5%,-18%,-22%
COc1ccc(C2CC(=O)c3c(O)cc(O)cc3O2)c(CC=C(C)C)c1OC (stereo not given),/,?,23µM*
OCc1ccccc1N=Cc1cccnc1,1%,-15%,11%
O=C(c1cc(-c2ccccc2)on1)N1CCN(c2ccccc2)CC1,2%,21%,-2%
CC(C)C(=O)Nc1cc(S(=O)(=O)N2CCOCC2)ccc1N1CCCCC1,0%,?,1%
O=C(O)c1ccc(NC(=O)c2cc(S(=O)(=O)N3CCCCC3)c(Cl)cc2Cl)cc1,2%[2.28 µM],-5%,-4%
O=C(Nc1ccccc1)NC1(C(=O)N2CCN(C(=O)c3ccco3)CC2)CCCCC1,3%,-17%,-6%
COc1ccc(-c2csc(NC(=O)c3cc(C)on3)c2C#N)cc1OC,/,-4%,-17%
COc1ccc2cc(C(N)=O)c(=Nc3ccc(C)cc3)oc2c1,1%,8.2µM*,-17%
N#CC(=Cc1ccc(-c2ccccc2)cc1)C(=O)c1ccccc1,/,-24%,?
Fc1ccc(-c2csc(-c3ccc(C4SCCS4)cc3)n2)cc1F,2%,-29%,-15%
CCNC(=S)N1CCN(CCN=CC2=C(O)CC(C)(C)CC2=O)CC1,/,1%,4%
CCOC(=O)C1CCCN(S(=O)(=O)c2cc(Br)cc3c2N(C(C)=O)CC3)C1 (stereo not given),7%[0.0935 µM],-13%&0%,-19%&11%
COc1cccc(Nc2nc(-c3ccccc3)c3cc(C)ccc3n2)c1,3%[2.28 µM],?,7.3µM*
Cc1ccc(S(=O)(=O)C2(C(=O)Nc3nccs3)CC2)cc1,2%,?,?
CN(C(=O)COC(=O)c1ccccc1OCC(=O)Nc1ccc(Br)cc1)c1ccccc1,/,11µM*,?
Cc1cc(C)cc(NC(=O)Cn2cc(C(=O)c3ccncc3)c(=O)c3cc(C)c(C)cc32)c1,7%,?,?
O=C1NC(=Nc2ccccc2)/C(=C/c2ccco2)S1,6%,-3%,-3%
CCOC(=O)C(C)(C)N(Cc1cccc(C)c1)S(=O)(=O)c1ccc(Cl)c([N+](=O)[O-])c1,0%,15µM*,23µM*
CCCCC(=O)Nc1cc(OCC)c(NC(=O)c2ccccc2[N+](=O)[O-])cc1OCC,5%,-16%,-16%
COc1ccccc1CNC(=O)COC(=O)/C=C/c1cccs1,3%,7%,7%
CN(C)CC(O)COc1cccc(OCC(O)CN(C)C)c1 (stereo not given),0%,-3%,14%
COc1cc(-c2noc(C)c2C#CC2(N)CCCCC2)cc(OC)c1OC,/,?,?
COCC(=O)Nc1c(C(=O)Nc2ccc(C)cc2)oc2ccccc12,-1%,?,7%
O=C1c2ccccc2C(=O)N1CCCCN(C(=O)c1ccc([N+](=O)[O-])cc1)c1ccc(Cl)cc1,9%,?,?

# Later entries
SMILES,TDP1 inh,DT40 TDP1 no CPT,TDP1 cell CPT
O=C(Cc1ccccc1)N1CCC(c2nc3ccccc3[nH]2)CC1,8%,-21%,-11%
CC(C)C[C@H]1CN([C@@H](Cc2ccccc2)CN2CCC[C@@H]2CN2C(=O)C(=O)NC[C@@H]2Cc2ccccc2)C(=O)C(=O)N1CC1CCCCC1,/,16µM*,21µM*
O=C1O[C@@H](c2ccccc2)C[C@@H](O)C(=O)CCCc2ccccc21,/,?,?
Cc1oc(-c2cccs2)nc1CN1CCC(c2ccccc2)CC1,3%,3%,-18%
CCOc1ccc2nc(NC(=O)CSc3cn[nH]n3)sc2c1,2%,-3%,5%
Cc1cc(OCC(=O)OCC(=O)Nc2cccnc2Cl)ccc1Cl,-11%,-7%,7%
COc1cc(/C=N/N=C2/C(=O)Nc3ccccc32)cc(OC)c1O,-3%,?,-49%
COc1ccc(NC(=O)CC2C(=O)N(C)C(=S)N2Cc2ccncc2)cc1 (stereo not given),9%,-11%,1%
Cc1cccc(NC(=O)c2ccc(CN3CCN(Cc4ccccc4)CC3)cc2)c1,8%,-23%,1%
c1ccc(Cn2nnnc2C(c2ccccc2)N2CCN(c3nc4ccccc4s3)CC2)cc1 (stereo not given),0%,?,?
CCOc1ccc(NC(=O)CN(C)C(=O)c2cc(S(=O)(=O)N3CCCCC3)ccc2Cl)cc1OCC,3%,?,-20%
O=S(=O)(c1ccc(NC(=S)N/N=C/c2cccc(Oc3ccccc3)c2)cc1)N1CCOCC1,-5%,?,12%
COc1ccccc1Nc1ncnc2c1c(C)c(C)n2CCCN(C)C,/,?,18µM*
O=C(Oc1cccc2c(=O)[nH]ccc12)c1ccccc1,2%,?,?
CCOC(=O)c1nn(-c2ccccc2)c2nnc(Cc3ccccc3)c(=O)n12,3%,-1%,6%
Cc1cc(NS(=O)(=O)c2ccc(NC(=O)c3ccc([N+](=O)[O-])c(Cl)c3)cc2)no1,2%,-2%,-6%
CC(C)(C)c1ccc(-c2n[nH]c(=S)n2Cc2ccccc2)cc1,/,12µM*,?
COc1ccc(N2C(=O)CSC2c2ccc3c(c2)OCO3)c(OC)c1 (stereo not given),4%,-29%,-8%
Cc1ccc(N2C(=O)CC(C)CC2=O)cc1,/,4%,5%
COc1ccc(C2=NC3(CCCCCC3)N(CC(=O)Nc3cccc(Cl)c3)C2=O)cc1,0%,?,?
COC(=O)C1=CN(c2cc(C)cc(C)c2)C=C(C(=O)OC)C1c1ccc(OC)c(O)c1,/,?,?
CCOC(=O)C1=CNS(=O)(=O)NC1c1ccc(C(=O)OC)cc1 (stereo not given),/,-1%,2%
O=C(c1ccc(F)cc1)N1CCN(c2ccc([N+](=O)[O-])c(N3CCCCC3)c2)CC1,9%,23µM*,?
CC(C)OCCCNC(=O)c1cn(C)c2ccc(S(=O)(=O)N3CCCCCC3)cc2c1=O,2%,-25%,2%
Cc1ccccc1C(=O)c1cccn1CC(=O)NCCCN1CCCCC1,1%,11%,-11%

# One compound at a time (already shown).
# O=C(Oc1cccc2c(=O)[nH]ccc12)c1ccccc1 is listed with TDP1 inh: 2%; DT40 TDP1 no CPT: ?; TDP1 cell CPT: ?
# COc1ccc(NC(=O)CC2C(=O)N(C)C(=S)N2Cc2ccncc2)cc1 (stereo not given) is listed with TDP1 inh: 9%; DT40 TDP1 no CPT: -11%; TDP1 cell CPT: 1%

# Going on with the list:
SMILES,TDP1 inh,DT40 TDP1 no CPT,TDP1 cell CPT
O=[N+]([O-])c1ccc(-c2csc3[n+]2CCS3)cc1,4%,-21%,-17%
CCc1cc2cc3c(cc2nc1SCC(=O)Nc1cc(C)on1)OCO3,4%,?,-19%
CC1(C)S[C@@H]2[C@H](NC(=O)C(NC(=O)N3CCNC3=O)c3ccccc3)C(=O)N2[C@H]1C(=O)O (stereo not given in full),/,4%,7%
CCC(C)N1C(=O)CCC1C(=O)N1CCN(c2ccccc2F)CC1 (stereo not given),-1%,-9%,-20%
O=C(O)CNC(=O)CC1S/C(=N/N=C/c2ccccc2O)NC1=O (stereo not given),10%,16µM*,21µM*
CC1=C(C(=O)Nc2ccccc2C)C(c2ccco2)n2ncnc2N1 (stereo not given),-3%,-26%,-8%
CC(C)c1ccc(NC(=O)CSc2nc(=O)n(CCCN3CCOCC3)c3c2CCC3)cc1,/,-14%,-2%
CCCCNC(=O)C1CCCN1C(=O)NC1CCCCC1 (stereo not given),2%,-3%,7%
CCOC(=O)C1(C(=O)OCC)C(C(=O)c2ccccc2)C1c1ccccc1 (stereo not given),/,?,?
Cc1cc(C(=O)Nc2ccc(F)cc2C)n(-c2ccccc2)n1,6%,?,?
COc1ccc(N=C/C=C2\C=C(c3ccccc3)OC(C)(C)O2)cc1,10%,?,16µM*
CCOC(=O)c1c(NC(C)=O)sc2c(O)cccc12,-6%,0%,6%
CC1CC(C)CN(C(=O)c2ccncc2)C1 (stereo not given),8%,-18%,0%
O=C(O)c1cccnc1SCc1cn2cc(Cl)ccc2n1,0%,18%,2%
CC1CCCC(NC(=O)COC(=O)c2ccc3ncsc3c2)C1C (stereo not given),-4%[56.1 µM],26%,-11%
CN(C)C=Nc1c(C(=O)c2ccccc2)sc2nccc(N(C)C)c12,1%,?,-23%

# Structures above with an NH in an aromatic ring (6):
SMILES,TDP1 inh,DT40 TDP1 no CPT,TDP1 cell CPT
c1ccc(-c2nc(CSc3n[nH]c(-c4cccs4)n3)cs2)cc1,6%,-19%,-10%
CC(C)CC1=NC(C(F)(F)F)(C(F)(F)F)c2c(n(CC(C)C)c(=O)[nH]c2=O)N1,2%,?,-11%
O=C(Cc1ccccc1)N1CCC(c2nc3ccccc3[nH]2)CC1,8%,-21%,-11%
CCOc1ccc2nc(NC(=O)CSc3cn[nH]n3)sc2c1,2%,-3%,5%
O=C(Oc1cccc2c(=O)[nH]ccc12)c1ccccc1,2%,?,?
CC(C)(C)c1ccc(-c2n[nH]c(=S)n2Cc2ccccc2)cc1,/,12µM*,?
